DUSP3 inh = blocks human VHR1 dual specificity phosphatase | recombinant VHR phosphatase, pNPP absorbance | inhibition, % at 13.3 µM | 0.52% of 290,000 active; in the data active = inhibition above about 50%; also: some compounds called inactive have numbers as strong as hits
Target sequence (P51452 whole entry, looked up): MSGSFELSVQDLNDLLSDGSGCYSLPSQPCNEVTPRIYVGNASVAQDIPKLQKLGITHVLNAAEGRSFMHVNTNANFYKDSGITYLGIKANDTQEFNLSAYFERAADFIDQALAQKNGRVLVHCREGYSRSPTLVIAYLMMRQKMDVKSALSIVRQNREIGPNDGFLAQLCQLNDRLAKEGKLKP
CCHF vOTU inh = blocks the CCHF virus ovarian tumor domain protease; CCHFV vOTU protease, Pep-AMC fluorescence; inhibition, % at 11.5 µM; 0.55% of 370,000 active; AID 651958; in the data active = inhibition above about 30%; also: 0% = vehicle wells with enzyme and 100% = no enzyme wells
MazF activator = activators of E. coli MazEF toxin-antitoxin RNase. AID 504720. 0.32% of 350,000 active. FAM/BHQ RNA-DNA oligo cleavage fluorescence, 5 h. activation, % at 20 µM; in the data active = activation above about 50%
Target sequence (P0AE70 whole entry, looked up): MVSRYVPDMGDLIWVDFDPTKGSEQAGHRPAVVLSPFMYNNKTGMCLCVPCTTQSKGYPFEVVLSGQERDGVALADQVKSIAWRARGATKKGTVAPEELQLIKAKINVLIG
Y pestis TopoI = blocks Yersinia pestis topoisomerase I activity. Y. pestis Topo-I cleavage product accumulation, plate reader. activity, % at 10 µM. 0.064% of 360,000 active; in the data active = activity above about 50%, passing the limit was not always enough; also: inactives centre near 2
SSB-PriA inh = blocks PriA binding to SSB C-terminal tail. AlphaScreen SSBct-PriA binding, biotinylated peptide. 0.6% of 430,000 active. inhibition, % at 33 µM. AID 1272365; in the data active = inhibition mostly above about 37%, no sharp cut-off; inactive = mostly below about 20%;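 also: plate controls were negative control peptide for no effect and reference peptide for full effect; strong numbers were not always called active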
SARS 3CLpro inh = SARS-CoV 3CLpro protease inhibition; recombinant SARS-CoV 3CLpro, quenched FRET peptide cleavage; AID 1706; inhibition, % at 6 µM; 0.14% of 290,000 active; in the data active = inhibition above about 12%
Rv3671c inh = inhibitors of M. tuberculosis serine protease Rv3671c. P9WHR9. inhibition, % at 5.96 µM. 0.048% of 320,000 active; in the data active = inhibition above about 38%;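 also: extracellular domain of Rv3671c used as enzyme; 0% = enzyme with DMSO and 100% = no enzyme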
Target sequence (P9WHR9 whole entry, looked up, the tested form may be a part): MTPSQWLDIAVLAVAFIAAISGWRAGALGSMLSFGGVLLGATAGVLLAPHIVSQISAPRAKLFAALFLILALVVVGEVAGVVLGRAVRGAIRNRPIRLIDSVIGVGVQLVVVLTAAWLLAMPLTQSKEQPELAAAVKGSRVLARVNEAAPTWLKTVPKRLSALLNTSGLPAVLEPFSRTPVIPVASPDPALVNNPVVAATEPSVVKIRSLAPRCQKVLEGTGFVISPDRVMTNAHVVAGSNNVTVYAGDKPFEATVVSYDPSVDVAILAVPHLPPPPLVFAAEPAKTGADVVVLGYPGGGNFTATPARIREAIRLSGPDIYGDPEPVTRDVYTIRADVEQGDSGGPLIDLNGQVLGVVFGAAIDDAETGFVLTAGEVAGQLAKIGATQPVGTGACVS
PrPC TRFRET = inhibitors of human cell surface prion protein PrPC; TR-FRET read-out; 0.43% of 370,000 active; P04156; inhibition, % at 13.8 µM; AID 720596; in the data active = inhibition above about 24%; also: 0% = median of the test wells and 100% = reference compound wells
BH1578 lux ind = quorum light induction in luxS cqsA deficient V. cholerae | V. cholerae BH1578 lux reporter, luminescence, 6 h | activation, % at 18.7 µM | 0.16% of 350,000 active | AID 588436; in the data active = activation mostly above about 9.7%, no sharp cut-off; also: not every result past the cut was called active; inactives centre near 0; reference of the scale not given here
TcdB GH inh = TcdB glycohydrolase inhibition; inhibition, % at 9.99 µM; TcdB glycohydrolase enzymatic assay, plate reader; P18177; AID 652162; 0.24% of 350,000 active; in the data active = inhibition above about 10%
Numbers without * were called inactive; i = inactive; / = no result given; & = joins results of further samples.

compound	Y pestis TopoI	Rv3671c inh	TcdB GH inh	DUSP3 inh	CCHF vOTU inh	PrPC TRFRET	BH1578 lux ind	SSB-PriA inh	MazF activator	SARS 3CLpro inh
Cc1cccc(C(=O)NNC(=O)c2n[nH]c(=O)c3ccccc23)c1C	-4	-3	-1.1	/	5	4	-4.5	-4	4	/
COc1ccc(NC(=O)CN(C)C(=O)CSc2ccc(Br)cc2)cc1	16	-3	-2.1	/	-2	-7	-0.7	-5	1	/
COC(=O)C(C)n1cnc2c(nnn2-c2ccc(OC)cc2)c1=O (stereo unspecified)	-4	-4	/	19	-3	-1	0.2	-2	10	0
CN(C)c1nc(Cl)cc(N2CCOCC2)n1	-10	-2	/	8	-8	4	-2.0	-12	6	-6
CN(C)C(=S)Oc1ccccc1-c1ccccc1OC(=S)N(C)C	10	-1	2.1	17	7	5	0.1	-4	6	-2
CC(=O)c1c(N2CCOCC2)nc2ccc(Br)cc2c1-c1ccccc1	34	1	0.6	2	9	-3	i	3	7	-1
CC(C)Cn1c(-c2csc(C(C)C)c2)n[nH]c1=S	1	9	0.3	-3	8	5	-0.4	-4	-23	1
Cc1c(-c2ccccc2)nc2ccccc2c1C(=O)OCC(=O)Nc1ncc(C(F)(F)F)cc1Cl	3	-25	/	8	5	12	i	-9	4	4
Cc1ccc(NC(=O)CCN2C(=O)c3ccccc3C2=O)cc1	-3	-1	0.4	4	1	-5	i	-5	-2	3
COc1ccccc1OCCCCOc1ccccc1F	36	-11	/	6	3	7	i	-97	-7	4
Cc1nnc(NC(=O)CSC2CCCCC2)s1	5	1	-0.3	13	-1	-3	0.3	-4	0	9
CCN(CC)S(=O)(=O)c1ccc(NC(=O)C(C)N(c2ccccc2)S(C)(=O)=O)cc1 (stereo unspecified)	7	0	/	22	8	5	1.8	-7	-4	2
CCOc1ccccc1N(C(=O)Nc1ccc(Cl)cc1)C1=NC(C)CS1 (stereo unspecified)	-6	-4	0.3	9	13	6	-3.6	-17	3	3
COc1ccc(/C=C2\OC(=S)N(C)C2=O)cc1	8	1	0.3	4	-10	-3	i	-3	8	2
CCOC(=O)N1CCN(C(=O)COc2ccc(S(=O)(=O)Nc3ccc(OCC)cc3)cc2)CC1	8	-1	/	-1	23	13	i	2	1	-6
CCCCC(=O)Nc1nc(C)c(-c2csc(Nc3ccc(Cl)cc3)n2)s1	-41	-4	/	25	/	/	-1.3	-5	5	4
O=C(NNC(=O)c1ccccc1Cl)c1ccccc1Cl	-3	4	1.5	14	-10	-2	i	-8	6	-3
CCN1CCC(N2CCN(c3ccccc3OC)CC2)CC1	2	-1	-0.7	5	-6	-2	0.4	-28	7	0
COc1ccc(S(=O)(=O)N2CCCCC2C)cc1 (stereo unspecified)	-3	-5	2.7	29	-2	11	i	-7	1	1
COC(=O)c1ccccc1S(=O)(=O)N1CCC(C(=O)NC2CCCCC2C)CC1 (stereo unspecified)	-4	2	-0.4	/	11	-1	i	-11	3	/
C=CCn1c(C)cc(C(=O)Cn2ncc(Cl)c(Cl)c2=O)c1C	4	-3	-0.2	9	18	-10	-0.2	-1	13	-3
CNC(=S)N(C)CCc1cc2c(c(OC)c1/C=C1/C(=O)NC(=O)N(C)C1=O)OCO2	1	4	-0.1	10	3	-1	-0.5	2	-4	7
CCOc1ccc(-c2c(C)n([O-])c3c([n+]2=O)CCCCC3)cc1	1	2	0.8	18	3	-13	i	-14	1	0
C=CCNC(=O)C(=O)NCC1CCCN1CC (stereo unspecified)	1	-8	1.4	30	-3	-4	0.3	0	3	2

An excerpt of these results, field by field.
SMILES: COc1ccc(S(=O)(=O)N2CCCCC2C)cc1 (stereo unspecified)
  Y pestis TopoI: -3 | Rv3671c inh: -5 | TcdB GH inh: 2.7 | DUSP3 inh: 29 | CCHF vOTU inh: -2 | PrPC TRFRET: 11 | BH1578 lux ind: i | SSB-PriA inh: -7 | MazF activator: 1 | SARS 3CLpro inh: 1

SMILES: COC(=O)c1ccccc1S(=O)(=O)N1CCC(C(=O)NC2CCCCC2C)CC1 (stereo unspecified)
  Y pestis TopoI: -4 | Rv3671c inh: 2 | TcdB GH inh: -0.4 | DUSP3 inh: / | CCHF vOTU inh: 11 | PrPC TRFRET: -1 | BH1578 lux ind: i | SSB-PriA inh: -11 | MazF activator: 3 | SARS 3CLpro inh: /

SMILES: C=CCn1c(C)cc(C(=O)Cn2ncc(Cl)c(Cl)c2=O)c1C
  Y pestis TopoI: 4 | Rv3671c inh: -3 | TcdB GH inh: -0.2 | DUSP3 inh: 9 | CCHF vOTU inh: 18 | PrPC TRFRET: -10 | BH1578 lux ind: -0.2 | SSB-PriA inh: -1 | MazF activator: 13 | SARS 3CLpro inh: -3

SMILES: CNC(=S)N(C)CCc1cc2c(c(OC)c1/C=C1/C(=O)NC(=O)N(C)C1=O)OCO2
  Y pestis TopoI: 1 | Rv3671c inh: 4 | TcdB GH inh: -0.1 | DUSP3 inh: 10 | CCHF vOTU inh: 3 | PrPC TRFRET: -1 | BH1578 lux ind: -0.5 | SSB-PriA inh: 2 | MazF activator: -4 | SARS 3CLpro inh: 7

(more compounds)
compound	Y pestis TopoI	Rv3671c inh	TcdB GH inh	DUSP3 inh	CCHF vOTU inh	PrPC TRFRET	BH1578 lux ind	SSB-PriA inh	MazF activator	SARS 3CLpro inh
COc1ccc2nc(N(CCN(C)C)C(=O)c3ccc4ccccc4c3)sc2c1	5	8	1.1	6	7	-5	i	26&30	-35	6
CNC(=O)c1ccc(-c2sc3nc(N4CCOCC4)c4c(c3c2N)CCCC4)o1	0	11	/	8	-57	-23	1.2	2	3	-35
Cc1cccc([C@H]2[C@@H]3C=CCC[C@@H]3C(=O)N2Cc2ccccc2)c1	44	/	2.4	/	-8	4	i	-10	8	/
C=CCNC(=O)NC(=O)CSc1nnc(C(F)(F)F)n1C	-2	-5	1.1	-5	-1	1	-0.9	-17	2	3
CCOC(=O)C(Cc1ccc(Cl)cc1Cl)c1ccno1 (stereo unspecified)	13	-8	-0.2	15	16	3	-1.6	-43	0	4
COc1ccccc1N1CCN(C(=O)CN2C(=O)c3ccccc3S2(=O)=O)CC1	0	6	0.9	-11	-4	7	i	-3	-1	0
Cn1c(=O)c(C(=O)NNC(=O)c2ccccc2F)c(O)c2ccccc21	5	0	1.3	7	7	6	i	-5	-3	1
O=C(Cc1cccs1)Nc1ccc(F)c(S(=O)(=O)N2CCOCC2)c1	-5	10	0.5	/	15	5	i	1	-4	/
CCC(C)(C)C1CCC2(CC1)NC(=O)N(CC(=O)N1CCN(C(=O)c3ccco3)CC1)C2=O (stereo unspecified)	-8	8	1.0	/	11	-3	-4.0	-9	3	/
Cc1ccc(S(=O)(=O)N(C)CC(=O)Nc2ccc3c(c2)OCO3)cc1	5	-1	2.4	2	-3	2	-0.2	-9	2	0
O=C(COc1ccccc1)Nc1ccccc1N1CCCCC1	42	-7	/	14	6	8	8.3	-22	1	1
O=C(CSc1nnc(Cn2nnc(-c3ccccc3)n2)n1-c1ccccc1)Nc1ccccc1	24	0	/	33	-3	0	-0.4	-9	0	11
CCOC(=O)C(=CNc1cc(C)nn1C(C)(C)C)C(=O)OCC	7	2	/	11	7	6	i	0	-6	-2
COc1ccc(NC(=O)Nc2nnc(Cc3ccccc3)s2)cc1	9	-5	0.6	-16	9	8	i	-10	-13	-3
O=C(NCC(O)c1ccccc1)c1cccs1 (stereo unspecified)	-11	-3	-0.6	10	-21	0	-0.8	-12	-2	0
Cc1ccccc1OCC(=O)NCc1ccccc1	7	-2	2.0	12	4	-2	-0.4	-4	6	-1
CCn1c(-c2cc3c(C(F)(F)F)nn(C)c3s2)n[nH]c1=S	9	0	/	0	-3	6	i	-14	3	8
CCOc1ccc(S(=O)(=O)N2CCN(Cc3ccco3)CC2)cc1	2	-1	-0.1	10	14	2	i	-2	0	-2
C[C@H]1COC(=O)[C@H](Cc2ccc(F)cc2)C/C=C\C[C@@H](CC(=O)N(CCO)Cc2ccccc2)C(=O)N1	27	8	-1.5	/	-6	2	i	-17	4	/
NS(=O)(=O)c1ccc(NC(=O)CSc2ncn[nH]2)cc1	3	9	0.2	-3	-9	6	-0.5	-3	7	1
COc1ccc(CNc2nc(-c3ccccc3)nn2C(=O)c2cccs2)cc1	4	-4	/	8	-10	-1	1.5	-12	-7	3
COc1ccc([N+](=O)[O-])cc1NC(=O)CSc1nc(C)c(C)c(C)n1	-5	5	/	14	13	1	-1.4	-8	12	2
Cc1ccc(N2CCN(C3=NC(=O)C(Cc4ccccc4)S3)CC2)cc1 (stereo unspecified)	27	-6	/	12	2	5	-0.5	4	-6	-1
C/C(=N\NC(=O)c1cccc(S(=O)(=O)Nc2ccc(C)cc2C)c1)c1ccncc1	14	/	1.6	/	6	0	i	/	1	/
CC(C)NC(=O)C1(C)CCN1C(=O)c1c(F)cccc1F (stereo unspecified)	7	/	0.4	/	8	0	i	/	/	/
COc1ccc(C(=O)O)cc1S(=O)(=O)N(C)CCc1cccnc1	0	-7	/	2	5	-1	-0.5	-13	5	2
CC(C)N(C)C(=O)c1ccc(OC2CCN(CCc3ccccc3)CC2)cc1	11	-18	0.6	-8	3	-3	-0.3	-7	-4	2
Cc1ccccc1Cn1cc(S(=O)(=O)c2ccc(C(C)C)cc2)c(=O)c2cc3c(cc21)OCO3	5	9	0.1	/	-8	1	i	-4	-3	/
Cc1nn(-c2ccccc2)c(Cl)c1/C=N/NC(=O)CNC(=O)c1ccccc1Cl	27	3	1.9	1	-2	-1	-0.3	/	-15	-1
CN=C(Cc1ccccc1)C1=C(O)CC(C)(C)CC1=O	4	-4	-1.5	4	9	0	-0.4	-2	9	1
O=C(COc1ccc(Br)cc1)N1CCN(c2ccccc2)CC1	31	6	1.6	27	3	6	/	-11	3	1
CC(=O)c1c(N2CCN(C(=O)c3ccco3)CC2)nc(=S)n(-c2ccccc2)c1C	8	-1	-3.3	10	19	-3	i	-4&-9	3	-1
Cc1ccccc1OCCSc1nc2ncnc(N)c2[nH]1	-5	0	-1.9	27	11	23	-1.2	-10	15	3
Cc1ccc(C2CC(=O)NC3=C2C(=O)CCC3)cc1Br (stereo unspecified)	-7	4	/	0	-3	7	i	-21	4	0
CCn1c(C)nc2cc(C(=O)NN=Cc3ccccc3OC(F)F)ccc21	6	-7	2.4	/	-1	0	i	8	6	/
O=C(Cn1cc(COc2ccc3ccc(=O)oc3c2)nn1)c1ccc(O)cc1	-2	/	-0.6	/	-1	13	-0.2	0	3	/
CCc1nc(SCc2ccc(OC)cc2)n[nH]1	7	0	1.0	-6	11	-6	-0.3	-7	13	3
CNC(=O)COC(=O)[C@@H](Nc1ccc(S(=O)(=O)N2CCOCC2)cc1[N+](=O)[O-])C(C)C	2	-5	/	-7	5	-12	i	2	-4	-4
CC1(c2nnc(-c3ccc(Cl)cc3)o2)CC(c2ccc(Cl)cc2)=NO1 (stereo unspecified)	-12	5	0.7	-17	-2	2	-0.5	-1	0	/
O=C(/C=C/c1ccoc1)c1ccccc1O	0	-2	/	8	-1	5	-0.4	-19	-1	-1
CC1C(=O)N(Cc2cn(CCC3OCCCO3)nn2)CCS(=O)(=O)N1Cc1ccc(-c2ccc(Cl)c(Cl)c2)cc1 (stereo unspecified)	26	/	2.4	/	4	-1	-0.6	/	26	/
c1ccc2c(c1)CC1CNCc3cccc(c31)S2 (stereo unspecified)	-3	-3	1.5	6	4	-7	-0.3	-1	12	0
Cc1ccc(N2C(=O)N(CC(=O)Nc3c(C)cc(C)cc3Cl)C(=O)C2C)cc1 (stereo unspecified)	0	10	-5.4	/	1	7	i	-3	0	/
COC(=O)c1c(NC(=O)C2CC2)sc(C(=O)Nc2ccccc2)c1C	-4	-1	0.4	15	-1	1	-1.6	3	4	1
COc1ccc(N2C(=O)CC(N3CCC(O)(c4cccc(C(F)(F)F)c4)CC3)C2=O)cc1 (stereo unspecified)	-8	-7	/	7	-7	1	i	2	-3	-1
CCOc1ccc(/C(O)=C2\C(=O)C(=O)N(c3ccc(OC)cc3)C2c2ccccc2[N+](=O)[O-])cc1 (stereo unspecified)	6	1	0.2	-3	-6	-4	-0.8	/	-5	2
COc1ccc(CSc2n[nH]c(C)n2)cc1Br	-6	-2	/	24	-11	-7	-0.4	3	-10	1
Cc1ccc(S(=O)(=O)N2C[C@]3(O)C[C@@H]4C(=O)N(c5ccccc5)C(=O)[C@@H]4C[C@]3(OC(=O)Nc3c(C)noc3C)C2)cc1	-3	/	-2.9	/	3	3	-0.4	/	6	/

Compound activity from PubChem.

The list is partial. The share of hits here may be higher or lower than overall.
